NPR2 activator – GC-B (human) receptor activation; activation, % at 10 µM; HEK293-GC-B cells, CNP EC30, cGMP TR-FRET; 0% at EC30 CNP, 100% saturating CNP; hit rate 0.11% among 370,000; P20594;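 active = activation at 10 µM reaching about 35% in either raw or pattern-adjusted values, limit read from the data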
GAA850 FXN act – frataxin GAA850 promoter activation; HEK293 lucGAA850 FXN promoter luciferase reporter, 24 h; percent of 10 µM SAHA response; activation, % at 6 µM; hit rate 0.56% among 360,000;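 active = activation above the average of all compounds screened plus 3 SD, cutoff fixed separately per campaign, cut at about 7.5% in these data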;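 note: 0% = DMSO wells and 100% = 10 µM SAHA wells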
SMARCA2 act – increases SMARCA2 function in MMTV reporter cells. MG213 cells, MMTV-luciferase reporter, dexamethasone, overnight. activation, % at 9.1 µM. hit rate 1% among 370,000; in the data active = activation above about 7.8%;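 note: 0% = vehicle wells and 100% = reference activator wells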
hgDAF12 agonist – activates the H. glycines DAF-12 receptor ligand-binding domain; AID 687014; HEK293 GAL4-hgDAF12 UAS-luciferase reporter, agonist luminescence; normalized to butyrate control; hit rate 1.8% among 370,000; activation, % at 6.8 µM;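 active = activation above a cutoff set at the mean of all screened compounds plus 3 SD, cut at about 10% in these data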;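 note: 0% = DMSO wells and 100% = sodium butyrate wells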
NPR1 activator – GC-A (human) enzyme activation; P16066; HEK293 GC-A cells, cGMP TR-FRET, EC30 ANP; 0% at EC30 ANP, 100% saturating ANP; activation, % at 10 µM; hit rate 0.14% among 370,000; AID 1671463; in the data active = activation above about 40%
ADAM10 inh – inhibitors of human ADAM10; O14672; recombinant ADAM10, EDANS/DABCYL FRET peptide cleavage, 3 h; inhibition, % at 7 µM; hit rate 0.62% among 370,000;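 active = inhibition above a per-campaign cutoff equal to the mean of compounds falling between control-based bounds plus 3 SD, cut at about 20% in these data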;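 note: 0% = DMSO wells while the 100% control is not disclosed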
ssDAF-12 act – activators of S. stercoralis DAF-12 nuclear receptor; HEK293 ssDAF-12/GRIP1 lit1-tk-luc reporter, luminescence; % of 3 µM dafachronic acid response; activation, % at 6.8 µM; hit rate 1% among 370,000;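 active = activation above the mean over all tested compounds plus 3 SD, cut at about 0.9% in these data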;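 note: 0% = DMSO-only wells and 100% = 3 µM delta7-dafachronic acid wells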
DAX1 inh-1 – NR0B1 (DAX1) inhibition. P51843. hit rate 0.99% among 340,000. AID 504766. inhibition, % at 6.75 µM. HEK293 Gal4-DAX1 luciferase reporter, luminescence;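 active = inhibition above the mean over all tested compounds plus 3 SD, cut at about 4.2% in these data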;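 note: 0% = DAX1-transfected cells with DMSO and 100% = empty-vector control cells with DMSO; inhibition shows as a rise in luminescence from relieved DAX1 repression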
Target sequence (P51843 207-470 limits assumed): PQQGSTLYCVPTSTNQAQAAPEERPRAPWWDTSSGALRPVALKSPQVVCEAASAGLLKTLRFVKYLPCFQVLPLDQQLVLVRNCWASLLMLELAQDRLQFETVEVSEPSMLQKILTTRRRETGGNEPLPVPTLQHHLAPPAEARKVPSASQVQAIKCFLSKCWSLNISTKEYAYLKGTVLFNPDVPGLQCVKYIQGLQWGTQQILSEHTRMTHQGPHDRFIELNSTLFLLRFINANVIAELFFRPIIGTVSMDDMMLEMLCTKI
hcDAF12 agonist – activates DAF-12 receptor from parasite H. contortus; HEK293 hcDAF-12 lit1-tk-luc reporter, luminescence; 0% DMSO, 100% Δ7-dafachronic acid; activation, % at 6.8 µM; hit rate 1.4% among 370,000;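 active = activation above the mean of all tested compounds plus 3 SD, cut at about 5.5% in these data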;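 note: 100% = response to 3 µM Δ7-dafachronic acid high control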
DAX1 inh-2 – DAX1 (NR0B1) inhibition, primary screen | HEK293T StAR-luciferase reporter, SF-1/DAX-1 repression relief | inhibition, % at 6.8 µM | hit rate 1.1% among 370,000 | AID 652010;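 active = inhibition above the mean over all tested compounds plus 3 SD, cut at about 3.6% in these data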;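 note: 0% = DAX-1 cells with DMSO and 100% = cells lacking DAX-1 with DMSO; higher inhibition means more luminescence from relief of DAX-1 repression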
sPLA2-III inh – Blocks human group III sPLA2 activity; Q9NZ20; QFRET BODIPY PC-A2 liposome hydrolysis, fluorescence; inhibition, % at 12.2 µM; hit rate 0.56% among 370,000; AID 743126;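 active = inhibition above mean plus 3 SD of compounds lying within the high and low control bounds, cut at about 19% in these data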;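 note: 0% = median of test compound wells and 100% = no enzyme DMSO wells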
Target sequence (Q9NZ20 whole entry, looked up): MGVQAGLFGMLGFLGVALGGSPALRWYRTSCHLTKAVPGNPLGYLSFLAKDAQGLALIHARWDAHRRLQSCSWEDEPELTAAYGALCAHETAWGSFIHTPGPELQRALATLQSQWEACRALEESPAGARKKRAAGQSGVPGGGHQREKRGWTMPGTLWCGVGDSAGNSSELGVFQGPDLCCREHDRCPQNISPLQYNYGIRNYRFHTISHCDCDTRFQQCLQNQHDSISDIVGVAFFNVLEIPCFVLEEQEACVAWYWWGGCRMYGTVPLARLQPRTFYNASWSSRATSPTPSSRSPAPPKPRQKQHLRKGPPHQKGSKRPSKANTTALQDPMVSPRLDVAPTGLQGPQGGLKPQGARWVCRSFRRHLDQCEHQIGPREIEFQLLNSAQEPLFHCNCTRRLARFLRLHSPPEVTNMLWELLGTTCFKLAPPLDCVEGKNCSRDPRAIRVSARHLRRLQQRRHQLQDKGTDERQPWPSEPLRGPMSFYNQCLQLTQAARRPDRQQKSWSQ
* = called active by the depositor; i = inactive; nt = no result given.

SMILES | NPR2 activator | GAA850 FXN act | SMARCA2 act | hgDAF12 agonist | NPR1 activator | ADAM10 inh | ssDAF-12 act | DAX1 inh-1 | hcDAF12 agonist | DAX1 inh-2 | sPLA2-III inh
CCOc1ccc(C(=O)NC(C(=O)NCCc2ccc(S(N)(=O)=O)cc2)C(C)C)cc1 (configuration not stated) | 2 | 2.9 | -3 | 0.3 | -2 | 0 | -0.8 | 0.2 | -1.1 | 0.1 | -1
O=C(Nc1ccc(S(=O)(=O)Nc2ncccn2)cc1)c1ccc(S(=O)(=O)N2CCCC2)cc1 | 3 | 0.0 | 0 | 3.0 | 0 | 2 | -1.1 | 0.1 | 1.3 | 0.8 | -12
COc1ccc(-n2cccc2/C=C2\C(=N)N3N=C(c4ccco4)SC3=NC2=O)cc1 | -9 | -0.3 | -4 | -2.4 | -14 | 3 | -1.4 | 0.1 | 1.1 | 0.0 | 6
COc1cc(/C=N/NC(=O)c2nnn(-c3nonc3N)c2C(C)C)ccc1O | 1 | 1.6 | -2 | 12* | 1 | 3 | -1.5 | -0.1 | 6.7* | -0.4 | -10
COc1ccccc1N1CCN(C(=O)c2ccc(CS(=O)(=O)c3ccccc3OC)o2)CC1 | 3 | -0.8 | -2 | -5.5 | -2 | -3 | -1.4 | -2.0 | -0.8 | -0.8 | -3
CCOC(=O)c1c(/N=C/c2cccc([N+](=O)[O-])c2O)sc2c1CCC2 | -3 | 1.8 | 1 | 1.4 | 3 | -6 | 0.0 | 2.4 | 0.5 | 0.9 | 8
COc1cc(C2Nc3cccc4cccc(c34)N2)ccc1O | -10 | 1.7 | 0 | -2.8 | -6 | 6 | -1.4 | -0.1 | 0.8 | -0.2 | -2
COc1ccc(N2C(=O)CCC(C(=O)N3CCN(c4ccccn4)CC3)C2c2ccc(F)cc2)cc1 (configuration not stated) | -4 | 1.6 | -1 | 1.2 | 0 | -5 | -2.3 | 0.0 | 0.1 | 0.6 | 0
CCOC(=O)c1cc(C(=O)NN)c(=O)[nH]c1C | 1 | 1.0 | 6 | -3.3 | 5 | 11 | -1.5 | 1.9 | -1.7 | 0.9 | 12
CCCCC1=CC2=C(c3ccco3)C(=O)C(C)(OC(=O)c3ccc(OC)cc3)C(=O)C2=CN1CC(C)C (configuration not stated) | 2 | 0.0 | 1 | 2.6 | 14 | -18 | -1.2 | 2.0 | -0.3 | 0.0 | -4
O=S(=O)(/N=C(/Nc1ccc(F)cc1F)c1ccccc1)c1ccccc1 | 1 | 2.5 | -1 | 0.1 | -4 | 1 | -1.4 | -1.1 | -2.8 | -0.6 | -4
CC1C(=O)N(Cc2cn(Cc3ccco3)nn2)CCS(=O)(=O)N1Cc1ccc(-c2ccc(F)nc2)cc1 (configuration not stated) | 2 | -1.4 | -3 | 0.7 | 5 | 5 | -0.2 | -1.2 | 0.5 | 1.0 | -22
CCCCNC(=O)C1(C)CCCCN1C(=O)c1ccc(F)cc1Cl (configuration not stated) | 0 | -0.8 | 3 | -2.0 | 0 | -3 | -0.5 | nt | -0.9 | -1.3 | -1
CCCCN(CC)CCCNC(=O)c1cc2c(=O)[nH]c3ccccc3c2s1 | 1 | -0.2 | 1 | 3.5 | 0 | i | -0.9 | 0.7 | -0.4 | 0.6 | -8
Cc1cc(S(=O)(=O)N2CCN(c3ncccn3)CC2)ccc1-n1cnnn1 | -8 | 0.0 | -5 | 0.4 | -5 | -12 | -0.9 | -0.6 | -2.4 | -0.9 | 7
COc1ccccc1NC(=O)c1nnn(CC(=O)Nc2cccc(SC)c2)c1N | -3 | -2.0 | -4 | 1.2 | 0 | -39 | -1.8 | 0.1 | 0.0 | 0.4 | 1
C/C(=N/NC(=O)CNS(=O)(=O)c1ccccc1)c1ccc(Br)cc1 | 5 | 0.3 | 0 | -0.2 | -3 | 9 | -1.2 | 0.2 | 0.1 | 0.0 | -3
COc1ccccc1CNC(=O)c1ccc(NS(C)(=O)=O)cc1 | -3 | 0.0 | -2 | -2.3 | 3 | -3 | -1.7 | -0.2 | -1.9 | 0.4 | 9
COCC(C)NC(=O)CSc1nc2ccccc2n1CCc1ccccc1 (configuration not stated) | 3 | 0.3 | -5 | -1.6 | -6 | -2 | -2.2 | -1.3 | -0.2 | -0.8 | 8
O=C1C=C(NS(=O)(=O)c2ccccc2)C(=O)c2ccccc21 | -1 | -0.5 | 0 | -1.7 | 2 | 5 | 0.2 | -1.5 | 4.3 | -3.7 | -8

The closing 2 compounds of the part above come first, to join the parts:
SMILES | NPR2 activator | GAA850 FXN act | SMARCA2 act | hgDAF12 agonist | NPR1 activator | ADAM10 inh | ssDAF-12 act | DAX1 inh-1 | hcDAF12 agonist | DAX1 inh-2 | sPLA2-III inh
COCC(C)NC(=O)CSc1nc2ccccc2n1CCc1ccccc1 (configuration not stated) | 3 | 0.3 | -5 | -1.6 | -6 | -2 | -2.2 | -1.3 | -0.2 | -0.8 | 8
O=C1C=C(NS(=O)(=O)c2ccccc2)C(=O)c2ccccc21 | -1 | -0.5 | 0 | -1.7 | 2 | 5 | 0.2 | -1.5 | 4.3 | -3.7 | -8
O=C(COc1ccc(-n2cnnn2)cc1)Nc1ccc(Br)cc1F | -5 | 1.9 | 0 | -1.9 | 2 | -11 | -1.7 | -0.3 | 0.1 | -1.3 | 10
COc1ccc2cc(C(c3nnnn3C3CCCCC3)N3CCCCCC3)c3nnnn3c2c1 (configuration not stated) | -7 | 0.2 | -3 | 1.4 | -2 | 1 | -1.1 | -0.7 | -0.2 | -0.3 | 5
CS(=O)(=O)c1ccc(C(=O)OCC(=O)N2CCCc3ccccc32)cc1 | -5 | 1.1 | -2 | 1.9 | -2 | -5 | -0.2 | 0.2 | 0.8 | 2.2 | 3
Nc1ccc(C(=O)n2c3ccccc3c3ccccc32)cc1 | -9 | -6.6 | -5 | -9.5 | 50* | 19 | -2.2 | -1.8 | -3.6 | -1.6 | 1
Cc1ccc2nc(SCC(=O)Nc3nnc(SCC(N)=O)s3)[nH]c2c1 | 2 | 0.9 | -5 | -3.0 | 1 | -9 | -1.2 | 0.8 | -0.6 | -1.0 | 1
O=C(CSc1ccc2nnc(-c3cccc(F)c3)n2n1)N1CCCc2ccccc21 | 1 | 0.8 | -1 | -1.1 | 5 | -4 | -1.9 | -0.1 | -1.9 | -1.2 | 3
Cn1c(COc2ccccc2)nnc1SCC(=O)Nc1ccc(S(=O)(=O)Nc2nccs2)cc1 | 3 | nt | -1 | 0.1 | -1 | -1 | -1.3 | nt | -2.0 | -0.2 | -30
COc1cc(F)ccc1-c1cc(C(=O)NCc2cccc(Cl)c2)[nH]n1 | 2 | 1.8 | 0 | 1.3 | -2 | 0 | -1.7 | nt | -3.1 | 0.8 | -2
Cn1nnnc1Sc1ncnc2scc(-c3ccc[nH]3)c12 | 4 | -8.2 | 0 | -5.4 | -3 | -6 | -1.7 | -2.6 | 0.2 | -1.7 | 9
Cc1ccc(CN2CCCCC(NC(=O)c3c(F)cccc3F)C2=O)cc1 (configuration not stated) | 0 | nt | -2 | 1.4 | 1 | 0 | -0.7 | nt | -2.0 | -0.6 | 0
CSc1nc(N)n2nc(C(C)(C)C)cc2n1 | 2 | 4.1 | -1 | 2.3 | 2 | -8 | 0.0 | 2.4 | 0.1 | 0.3 | -3
O=C(Nc1nnc(SCc2ccc(F)cc2)s1)c1ccco1 | 3 | 0.9 | 3 | 0.3 | 0 | -4 | -1.5 | 1.4 | -1.0 | -0.1 | 3
Oc1ccc(Cl)cc1CNC1CCCCC1 | -4 | 0.8 | -1 | -1.1 | -17 | -4 | -0.4 | 0.4 | -1.7 | 1.6 | 3
COc1cc(OC)c(C2NC(=O)CCC2[N+](=O)[O-])cc1OC (configuration not stated) | 10 | -0.8 | 2 | 0.9 | 1 | 0 | -0.8 | 1.9 | -0.5 | -0.4 | -4
Cc1nc2ccccc2c(=O)n1NC(=O)c1cccnc1Cl | 0 | 1.1 | 0 | -0.5 | 8 | 4 | -0.8 | 0.9 | -0.7 | 0.7 | 3
CCc1nc2ccc(C(=O)N(CC)CCN(C)C)cn2c1N(C)Cc1cccs1 | 2 | -0.3 | 3 | 1.7 | 1 | -18 | -1.4 | nt | -0.5 | -0.7 | 0
COc1ccc(Br)cc1CNc1ccccc1 | 0 | 1.0 | 1 | -2.9 | -4 | 2 | -1.0 | 0.7 | 0.0 | -0.6 | 7
CCCCCCOC(=O)c1ccc(NC(=O)c2cc(OC)c(OC)c(OC)c2Br)cc1 | 0 | 1.4 | -1 | -2.3 | 0 | 8 | -1.4 | 1.7 | -2.0 | 0.1 | -24
Cc1ccc(S(=O)(=O)NC2CCCCC2)cc1C(=O)N1CCC(C(N)=O)CC1 | -1 | 0.2 | 4 | -2.1 | -4 | 6 | -1.6 | 0.0 | 0.2 | 1.2 | 0
COc1ccc(NC(=O)CCNC(=O)C2CCN(S(=O)(=O)c3ccccc3)CC2)cc1OC | -7 | 2.4 | -2 | 1.4 | 2 | -12 | -1.3 | 1.3 | -0.5 | -0.8 | 5
O=C(CCCC(=O)N(c1ccc2c(c1)OCCO2)C(C(=O)NC1CCCCC1)c1ccc(Cl)cc1)Nc1ccccn1 (configuration not stated) | 2 | -1.2 | -1 | 0.2 | -2 | -3 | -1.7 | -1.0 | -0.5 | -0.8 | -7
c1csc(-c2cn3c(n2)SCC3)c1 | -1 | -0.3 | 4 | 0.1 | 1 | -22 | -0.6 | 0.4 | -1.8 | 0.7 | 1
Cc1cc(C)cc(N(CC(=O)NC2CCCC2)C(=O)CCC(=O)Nc2nc(C)cs2)c1 | -2 | -0.9 | 0 | 2.2 | -7 | 13 | -1.4 | 1.6 | -2.0 | 0.1 | -1
COc1ccccc1NS(=O)(=O)c1cccc(C(=O)NCc2ccccn2)c1 | -4 | 0.5 | 0 | -2.9 | 3 | 5 | -0.9 | -1.2 | 0.1 | -0.4 | 3
CCCCOc1ccc(S(=O)(=O)NNC(=O)c2cc3ccccc3o2)cc1 | 3 | -1.8 | 2 | -0.8 | -2 | 6 | -1.7 | -1.1 | -1.4 | -0.7 | -40
Cc1ccc(C(=O)N2CCC3(CC2)Oc2ccc(Cl)cc2C(=O)C32CC(c3cccnc3)=NO2)s1 (configuration not stated) | 0 | -0.4 | 0 | -1.8 | -2 | -5 | -1.4 | 1.5 | -2.2 | 0.4 | -11

Part of the list above in another layout:
Cc1cc(C)cc(N(CC(=O)NC2CCCC2)C(=O)CCC(=O)Nc2nc(C)cs2)c1
  NPR2 activator: -2 | GAA850 FXN act: -0.9 | SMARCA2 act: 0 | hgDAF12 agonist: 2.2 | NPR1 activator: -7 | ADAM10 inh: 13 | ssDAF-12 act: -1.4 | DAX1 inh-1: 1.6 | hcDAF12 agonist: -2.0 | DAX1 inh-2: 0.1 | sPLA2-III inh: -1

COc1ccccc1NS(=O)(=O)c1cccc(C(=O)NCc2ccccn2)c1
  NPR2 activator: -4 | GAA850 FXN act: 0.5 | SMARCA2 act: 0 | hgDAF12 agonist: -2.9 | NPR1 activator: 3 | ADAM10 inh: 5 | ssDAF-12 act: -0.9 | DAX1 inh-1: -1.2 | hcDAF12 agonist: 0.1 | DAX1 inh-2: -0.4 | sPLA2-III inh: 3

Assay outcomes deposited in PubChem by several laboratories.
